MPTP block: blocks calcium-induced mitochondrial swelling | isolated mouse mitochondria, Ca2+ swelling absorbance, 30 min | inhibition, % at 10 µM | 360,000 compounds, 1.4% hits | AID 602449;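 active = inhibition of 50% or more, scaled per plate between neutral and stimulator controls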;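 also: 0% = DMSO wells given calcium and 100% = 1 mM EGTA wells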
Starred values were filed as active, the others as inactive. An excerpt; the hit share may differ from the screen's.

| Structure | MPTP block |
| --- | --- |
| COc1cc(Cl)cc(/C=N\NC(=O)c2ccc3c(c2)OCO3)c1O | 8.1 |
| C[C@H](O)[C@@H]1C(=O)N2CCc3ccc(N4CCN(C)CC4)cc3[C@@H]2C[C@@H]1N(C)C(=O)c1ccco1 | -1.4 |
| Cc1ccccc1C(=O)NNS(=O)(=O)c1ccc(F)cc1 | 0.6 |
| C[C@@H]1CN([C@H](C)CO)S(=O)(=O)c2ccc(Br)cc2O[C@H]1CN(C)C(=O)C1CCCCC1 | -1.1 |
| O=S1(=O)CC(N2CC=CC2)CN1Cc1ccc(F)cc1 (configuration not stated) | 0.2 |
| C=CCOC(=O)Nc1nc(CCNC(=O)OCc2ccccc2)c(C(=O)O)s1 | -1.1 |
| Cc1c(C(=O)NCCN(C)C)n(C)c(=O)c2ccccc12 | 0.6 |
| COc1cccc(-c2cnc(C(O)c3ccc(OC)c(F)c3)[nH]2)c1 (configuration not stated) | 1.5 |
| CCOC(=O)[C@H]1Nc2ccc(Cl)cc2[C@@H]2[C@H]1C1CC(c3ccccc31)N2C(=O)OCc1ccccc1 (some centres not stated) | 1.7 |
| COc1ccc(C2CCc3cc4c(cc3C2=NOC(C)=O)OCO4)cc1OC (configuration not stated) | 4.8 |
| C[C@@H]1CN([C@@H](C)CO)C(=O)CCCn2cc(nn2)CO[C@H]1CN(C)C(=O)c1ccc2ccn(C)c2c1 | 0.4 |
| Nc1ncnc2c1ncn2[C@@H]1O[C@H](C(=O)N2CCSC2)[C@@H](O)[C@H]1O | 1.2 |
| CCc1nc2c(OCC(=O)C(C)(C)C)cccn2c1N(C)C(=O)c1ccc(C)cc1 | -0.4 |
| O=C(Nc1ccn(CCCNCC(c2ccccc2)c2ccccc2)c(=O)n1)OCc1ccccc1 | -0.9 |
| C[C@H]1CN([C@@H](C)CO)C(=O)c2cc(C#Cc3cccnc3)cnc2O[C@H]1CN(C)Cc1ccc(F)cc1 | 0.6 |

The list continues:
| Structure | MPTP block |
| --- | --- |
| Cc1ccc(C(=O)N(CC(=O)NC2CCCC2)c2ccccc2F)s1 | -0.4 |
| CC(=O)Nc1ccc(CN2CCC(N3CCC(C(=O)NC4CC4)CC3)CC2)cc1 | -0.8 |
| CCCNC(=O)C1(C)CCCN(C(=O)c2c(C)noc2C)C1 (configuration not stated) | -0.9 |
| CC1(C(=O)NS(=O)(=O)C2CC2)CCN(C(=O)c2ccccc2OC(F)(F)F)C1 (configuration not stated) | -2.7 |
| Cc1ccccc1OCC(=O)OCC(=O)NC1CCCC1 | -0.3 |
| O=C(Nc1ccc(F)cc1)C(c1cccc(F)c1)N1CCN(c2ccncc2)CC1 (configuration not stated) | 20 |
| O=C1CCC2(CCCC2)c2ccccc21 | 0.6 |
| O=C(Cn1ccc(=O)[nH]c1=O)Nc1nccs1 | -0.9 |
| CC(C)C[C@H]1CNC(=O)C(=O)N1CC1CCN(CCC(C)(C)C)CC1 | -0.9 |
| C=CCn1c(SCC(=O)N2CCN(C(=O)OCC)CC2)nc2c([nH]c3ccccc32)c1=O | 2.2 |
| N#Cc1csc(CCNC(=O)c2ccccc2)n1 | -0.9 |
| Cc1cccc(S(=O)(=O)NC(=O)C2(C)CCN2C(=O)Cc2ccsc2)c1 (configuration not stated) | -0.4 |
| N#CCC1(O)C(=O)N(Cc2ccccc2)c2ccccc21 (configuration not stated) | -1.1 |
| COC(=O)C[C@@H]1CC[C@H](NC(=O)Nc2ccc(F)cc2)[C@@H](CO)O1 | 0.1 |
| CC(C)OCCCNC(=O)CN1C(=O)CSc2ccc(S(=O)(=O)N3CCOCC3)cc21 | -1.3 |

(listing goes on)
| Structure | MPTP block |
| --- | --- |
| C=CCNC(=O)CSc1nnc(-c2cccc(S(=O)(=O)N3CCOCC3)c2)o1 | -0.2 |
| CCCc1nc2c3ccccc3ccn2c1Cc1cccc(Cl)c1 | -1.4 |
| CC1=C(C(=O)N(C)C)CC(CC(=O)NCc2cccc3ccccc23)C(=O)N1CCCN1CCCC1=O (configuration not stated) | -0.3 |
| CCc1nc2c(OCc3ccccc3)cccn2c1N(Cc1ccccc1)C(C)=O | 0.7 |
| Cc1nc2c(OCc3ccc(C(F)(F)F)cc3)cccn2c1N(C)Cc1cccs1 | 33 |
| C[C@@H]1CN([C@@H](C)CO)C(=O)c2cc(C#CC(C)(C)O)cnc2O[C@@H]1CN(C)C(=O)c1ccccc1F | 2.0 |
| CC1(C(=O)NCCc2ccccc2)Cc2c(-c3cccc(C(N)=O)c3)ccnc2O1 (configuration not stated) | -2.5 |
| CC(CNC(=O)CC[C@H]1O[C@@H](n2ccc(=O)[nH]c2=O)[C@H](O)[C@@H]1O)c1ccccc1 (some centres not stated) | 0.5 |
| Cc1cccc(S(=O)(=O)NC(=O)C2(C)CCN2C(=O)c2ccccc2)c1 (configuration not stated) | -0.1 |
| Cc1ccccc1S(=O)(=O)N(C)C[C@H]1OCc2cn(nn2)CCCC(=O)N([C@@H](C)CO)C[C@@H]1C | -1.2 |
| C[C@@H]1CN([C@H](C)CO)C(=O)CCCn2nncc2CO[C@@H]1CN(C)C(=O)C1CCCCC1 | -0.4 |
| CCC1(c2ccccc2)NC(=O)N(CC(=O)Nc2ccc3c(c2)CCC3)C1=O (configuration not stated) | 1.9 |
| CC[C@H](C)[C@@H](N)C(=O)NC[C@H]1O[C@@H](n2cnc3c(=O)[nH]c(N)nc32)[C@H](O)[C@@H]1O | 0.8 |
| O=C(NCc1ccccc1)C(c1ccccc1)n1c(=O)c(-c2ccco2)nc2ccccc21 (configuration not stated) | 0.6 |
| CC(=O)c1ccc(-c2cnc3c(NC=O)cc(-c4cccc(NS(C)(=O)=O)c4)cn23)cc1 | -1.7 |

Of the compounds above, these have an NH in an aromatic ring:
| Structure | MPTP block |
| --- | --- |
| COc1cccc(-c2cnc(C(O)c3ccc(OC)c(F)c3)[nH]2)c1 (configuration not stated) | 1.5 |
| O=C(Cn1ccc(=O)[nH]c1=O)Nc1nccs1 | -0.9 |
| C=CCn1c(SCC(=O)N2CCN(C(=O)OCC)CC2)nc2c([nH]c3ccccc32)c1=O | 2.2 |
| CC(CNC(=O)CC[C@H]1O[C@@H](n2ccc(=O)[nH]c2=O)[C@H](O)[C@@H]1O)c1ccccc1 (some centres not stated) | 0.5 |
| CC[C@H](C)[C@@H](N)C(=O)NC[C@H]1O[C@@H](n2cnc3c(=O)[nH]c(N)nc32)[C@H](O)[C@@H]1O | 0.8 |

Next compounds
| Structure | MPTP block |
| --- | --- |
| COc1ccc(C(=O)CSc2nc(=O)n3ccc(C)cc3n2)cc1 | 0.0 |
| C[C@H]1CN([C@@H](C)CO)C(=O)CCCn2nncc2CO[C@H]1CN(C)S(=O)(=O)c1ccc(Oc2ccccc2)cc1 | 0.6 |
| O=C(Nc1ccc(F)c(Cl)c1)c1cc(C2CCCCN2C(=O)CCCc2ccccc2)on1 (configuration not stated) | 2.2 |
| CC(=O)C1=CCC(c2ccc(C)o2)N(S(=O)(=O)c2ccc(C)cc2)C1 (configuration not stated) | 0.5 |
| COCCCNC(=O)C[C@@H]1C[C@@]2(C(=O)OC)CC(C)(C)CC=C2N(Cc2ccccc2)C1=O | -0.2 |
| CCOC1=C2[C@@H](CN(S(=O)(=O)c3ccccc3C)[C@H]2c2ccc(Cl)cc2)[C@H]2C(=O)NC(=O)[C@H]2C1 | 1.1 |
| COc1cccc(-n2c(SCC(=O)NC3CC3)nc3ccccc3c2=O)c1 | 1.8 |
| COc1ccc(-c2ccc(C(=O)NCc3ccc(F)c(F)c3)c3occc23)c(C)c1 | 0.8 |
| COc1ccc(CNC(=O)CCNC(=O)C2CCN(S(=O)(=O)c3ccc(OC)cc3)CC2)cc1 | -0.2 |
| CCCCCCCCNS(=O)(=O)CCNC1CCCCC1 | 1.0 |
| CC1(C(=O)NS(=O)(=O)c2ccc(C#N)cc2)CCN1C(=O)CCc1ccc(Cl)cc1Cl (configuration not stated) | 0.7 |
| CC(C)=CCn1c2ccc(NC(=O)Nc3cccnc3)cc2c(=O)n1C | -1.0 |
| CN(C)CCNC(=O)c1cccc(-c2cccc3nncn23)c1 | -1.1 |
| Cc1cccc(C)c1NC(=O)C1(C)CN(S(C)(=O)=O)CC(=O)N1CCCN1CCOCC1 (configuration not stated) | 0.5 |
| COc1ccc(S(=O)(=O)N2CCC(C(=O)N[C@@H](C)C(=O)N3CCCC3)CC2)cc1 | -0.1 |

Going on with the list:
canonical_smiles	MPTP block
CC1=C(C(=O)N2CCCCCC2)CC(CC(=O)NC2CCCC2)C(=O)N1Cc1ccccc1 (configuration not stated)	-0.1
CC1C(=O)N(Cc2cn(Cc3ccco3)nn2)CCS(=O)(=O)N1Cc1ccc(-c2ccc(F)cc2Cl)cc1 (configuration not stated)	-1.0
Cc1ccc(S(=O)(=O)N2[C@@H](c3cccc(Cl)c3)C(C(=O)OC(C)(C)C)=CC[C@H]2c2ccc(C(C)C)cc2)cc1	1.3
Cc1cccc(C)c1Cn1c(C)c(C(=O)NCc2ccc(C#N)cc2)sc1=O	-0.1
COc1cccc(C(NC(C)=O)c2nc(/C=C/c3ccccc3)cs2)c1 (configuration not stated)	6.8
Cc1ccc(N(CC(=O)N2CCCCCC2)S(C)(=O)=O)c(C)c1	0.1
O=C(NCC[C@H]1CC[C@@H](NC(=O)C2CCC2)[C@@H](CO)O1)c1cc(Cl)cc(Cl)c1	-0.8
O=C(Nc1cccc2c1CCCC2)c1cc(C2CCCCN2C(=O)c2cccs2)on1 (configuration not stated)	-0.9

Additional entries
canonical_smiles	MPTP block
NC(CCc1ccccc1)c1csc(NC(=O)Nc2cccc(C(F)(F)F)c2)n1 (configuration not stated)	5.8
CC1(C2CC(=O)c3c(O)ccc(O)c3C2)OCCO1 (configuration not stated)	-1.2
CC1(C(=O)NS(=O)(=O)c2cccc(C#N)c2)CCN1C(=O)Cc1cc(F)ccc1F (configuration not stated)	-0.8
NNC(=O)CN1C(=O)C2(OCCO2)c2ccccc21	-1.2
CN1CCN(C(=O)c2cc3c(c(-c4cccc(C#CC(C)(C)O)c4)n2)[C@@H](CCO)N(S(=O)C(C)(C)C)C3)CC1 (some centres not stated)	1.1
CC(C)NC(=O)OCc1c(COC(=O)NC(C)C)c([N+](=O)[O-])n2c1CCC2	-1.0
CC1(Oc2cccc(C#N)c2)CCN(Cc2ccccc2OC(F)F)C1 (configuration not stated)	0.7
CCCCCC[n+]1ccccc1/C=C/c1ccc(N(C)C)cc1	58*

(further entries)
canonical_smiles	MPTP block
CC1(C)OC(=O)C2=C(C[C@@H](C3CCCC3)O[C@H]2c2ccc(Cl)cc2)O1	0.4
CCN1CCN(CCNC(=O)c2ccc3c(c2)NC(=O)/C(=C\c2cccc(Cl)c2)S3)CC1	-0.8
CC1(C(=O)NCc2cccc(Cl)c2)Cc2c(-c3cccc(C(N)=O)c3)ccnc2O1 (configuration not stated)	0.3
O=C(NCc1ccc(F)cc1)c1cc(C2CCCCN2C(=O)c2ccc(Cl)cc2)on1 (configuration not stated)	-0.9
COc1ccc(C(O)c2ncc(-c3cccc(OC)c3)[nH]2)cc1 (configuration not stated)	-0.1
C#Cc1cccc(Nc2nc(NCCOC)nc3ccsc23)c1	1.9
CCCCN1C(=O)C(CC(=O)NCCc2ccccn2)CC(C(=O)N(CC)CC)=C1C (configuration not stated)	-0.3
COc1ccc(CC(=O)Nc2nc(OCC(F)(F)F)cnc2-c2ccc(Cl)cc2Cl)cc1	2.4

New compounds follow.
canonical_smiles	MPTP block
CC(C)(C)CNC(=O)c1cc2c(Br)ccc(Br)c2nc1N	4.9
CCCCNC(=O)C1(C)CCN1C(=O)c1cc(-c2ccccc2)cs1 (configuration not stated)	-0.7
CC(C)C[C@H]1CN(CCCC[C@H]2CNC(=O)C(=O)N2CCc2ccccc2)C(=O)C(=O)N1Cc1ccccc1	-2.4
C[C@@H]1CCCCO[C@@H](CN(C)Cc2ccncc2)[C@@H](C)CN([C@H](C)CO)C(=O)c2cc(NC(=O)c3ccccc3)ccc2O1	0.4
CN(Cc1ccccc1)C(=O)Cn1nnc(-c2ccccc2)c1COc1ccccc1	0.6
O=C(Cc1ccc(Cl)cc1)Nc1cccnc1Cl	0.2
COc1cccc(CNC(=O)[C@@H]2CCCN2C(=O)[C@@H]2CCCN2C(=O)OC(C)(C)C)c1	0.2
CC(=O)c1c(O)c(C)c(O)c2c1OC1=CC(=O)/C(=C(/C)N)C(=O)C12C (configuration not stated)	4.7

Shown as a hit in MPTP block, of those listed so far:
canonical_smiles	MPTP block
CCCCCC[n+]1ccccc1/C=C/c1ccc(N(C)C)cc1	58*

Next section.
canonical_smiles	MPTP block
O=C(NCc1ccncc1)[C@@H]1CCCN1C(=O)[C@@H]1CCCN1C(=O)c1c(F)cccc1F	-1.1
COc1cc(CN2CCC(C(=O)NC(C)(C)C)CC2)ccc1OCc1ccccc1	0.0
CC(=O)OC[C@@H]1CN(Cc2ccccc2)C[C@H](n2cnc3c(NCc4ccc(F)cc4)ncnc32)O1	-1.5
CCCCNC(=O)C1c2ccccc2OCC(=O)N1Cc1ccccn1 (configuration not stated)	0.4
Cc1c(O)cnc2nn(-c3ccccc3)c(=N)n12	0.6
CCOC(=O)C(=O)Nc1ccc(S(=O)(=O)Nc2nccc(C)n2)cc1	-0.2
O=C(OCc1cn([C@@H]2C[C@H](c3ccc(Cl)cc3)N(Cc3cccs3)C[C@H]2O)nn1)c1ccccc1	-0.4
OC[C@H]1O[C@@H](c2nc(-c3ccc(Br)cc3)no2)C[C@@H]1O	-0.6

(next part)
canonical_smiles	MPTP block
CCN(CC)C(=O)c1cccc(-c2csc(C(C)(O)c3ccc(F)c(F)c3)n2)c1 (configuration not stated)	1.0
Clc1ccc2nc(C3CCCCC3)c(CC3CCCCC3)n2c1	1.5
CCOC(=O)c1cc2ccccc2n1C1CCN(CCc2ccccc2)CC1	0.6
CCCCN1C(=O)C(CC(=O)NC(c2ccccc2)c2ccccc2)CC(C(=O)N2CCCCCC2)=C1C (configuration not stated)	0.2
CC1(C(=O)NS(=O)(=O)c2ccc3ccccc3c2)CCN1C(=O)Cc1ccc(-c2ccccc2)cc1 (configuration not stated)	1.6
CC1C(O)=C(c2ccccc2)P(=O)(Cc2ccccc2)C1C (configuration not stated)	-0.1
CC(C)n1ncc2c(C(=O)Nc3ccccc3SCC(N)=O)cc(C3CC3)nc21	-0.5
CCC(=O)c1cn(CC(=O)Nc2ccc(F)cc2)c2ccccc12	-1.2
C(=C\c1ccccc1)/CN1CCN(C(c2ccnc3ccccc23)c2nnnn2C2CCCC2)CC1 (configuration not stated)	0.0
Cc1nc2ccccc2nc1CC(O)(c1ccccc1)c1ccccc1	0.9
Cc1ccc(S(=O)(=O)N2CCN(C(=O)N3CCCCC3)CC2)c(C)c1	0.1
